S2 tox – viability counter-screen for ATXN expression inhibitors. S2 cells (HEK-293 line with an ATXN2-luciferase reporter) viability, CellTiter-Fluor protease fluorescence, 24 h. Potency, µM (series often up to 56.7 µM), most hits filed as cytotoxic. 400,000 compounds, 0.49% hits. AID 651635; note: potency is the fitted concentration of half-maximal effect; nearly all actives have a fitted effect of over 40% in size
IL1B secr inh – blocks inflammasome-driven IL-1 beta release; 360,000 compounds, 4.7% hits; AID 743279; THP-1 LPS/ATP IL-1B secretion, AlphaLISA, 16 h; active compounds read low; activity change, % at 57.5 µM; in the data active = activity change below about -50%; inconclusive = mostly about -30% to -49%; note: % is set by controls: 0 for no effect and ±100 for the full control effect
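THP-1 cells pretreated 1 hr with compounds (up to 57.5 uM final), then stimulated with LPS (250 ng/mL final) plus ATP (1.25 mM final); secreted IL-1B measured by AlphaLISA after 16 hr, decreased signal indicating inhibition.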
KB-V1 cytotox – kills drug-selected multidrug resistant KB-V1 cells; Potency, µM (top dose mostly 46.1 µM), inactives show top-dose activity change, negative = cytotoxicity, most hits filed as cytotoxic; 400,000 compounds, 3.4% hits; KB-V1 MDR cells viability, CellTiter-Glo, 72 h; note: potency is the fitted concentration of half-maximal effect; % is set by controls: 0 for no effect and ±100 for the full control effect; nearly all actives have a fitted effect of over 60% in size
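KB-V1, DMEM (no phenol red) + 10% FBS; cpd pin-transferred, titration series; 72 h, 37 degrees C; CellTiter-Glo, luminescence. Data normalized, curve-fit.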
HT1080 IDH1KD tx – toxicity to HT-1080 IDH1 knockdown cells (counter line) | HT-1080 IDH1 knockdown viability, ATP luminescence, 48 h | Potency, µM (top dose mostly 46.1 µM), without a hit: at the highest dose activity, negative = toxicity, most hits filed as cytotoxic | 360,000 compounds, 2% hits | AID 686971;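 note: potency is the fitted concentration of half-maximal effect; 0% = DMSO wells and -100% = cell-free medium wells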
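CellTiter-Glo luminescence after 48 h compound exposure at 37 degrees C of IDH1-knockdown HT-1080 cells in 5% FBS RPMI. %Activity scaled between DMSO wells and cell-free media wells, with curves fitted and assigned curve classes.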
HT1080-NT tox – kills 2HG-producing HT-1080-NT fibrosarcoma cells. HT-1080-NT fibrosarcoma viability, CellTiter-Glo ATP luminescence, 48 h. Potency, µM (titrated, usually from 46.1 µM), for the others: at the top dose activity, negative = less viability, actives largely listed as cytotoxic. 360,000 compounds, 1.6% hits. AID 686970;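 note: NT is the 2HG producing partner of a matched IDH1 knockdown line; potency is the fitted concentration of half-maximal effect; 0% = DMSO-treated cells and -100% = media-only wells without cells; nearly all actives have a fitted effect of over 55% in size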
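Viability of the 2HG-overproducing fibrosarcoma line after 48 hours of compound exposure at 37 degrees C was determined by luminescence with CellTiter-Glo, and concentration-effect curves were then fitted and categorized.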
KB-3-1 tox – KB-3-1 parental cell cytotoxicity; KB-3-1 viability, CellTiter-Glo ATP luminescence, 72 h; Potency, µM (highest dose often 46.1 µM), inactives show top-dose activity change, negative = cytotoxic, usual class: cytotoxic; 400,000 compounds, 1.4% hits; note: potency is the fitted concentration of half-maximal effect; % is set by controls: 0 for no effect and ±100 for the full control effect; nearly all actives have a fitted effect of over 60% in size
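Luminescent ATP read-out (CellTiter-Glo) measures survival of drug-naive KB-3-1 cells after 72 h compound exposure at 37 °C. Titration series was screened from lowest to highest concentration, with DMSO vehicle plates as background controls.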
MCF10A rerep – inducers of DNA re-replication in MCF 10A breast cells; MCF 10A DNA re-replication, Hoechst nuclear intensity, 48 h; 350,000 compounds, 2.9% hits; AID 624296; Potency, µM (highest dose often 46.1 µM), without a hit: at the top dose activity, positive = re-replication, usual class: activators; note: potency is the fitted concentration of half-maximal effect; % of control where 0% means no effect; nearly all actives have a fitted effect of over 50% in size
SW480 rereplic – induces DNA re-replication in SW480 colon adenocarcinoma cells. Potency, µM (titrated, usually from 46.1 µM), for the others: at the highest dose re-replication activation, hits mostly activators. AID 624297. 340,000 compounds, 1.8% hits. SW480 DNA re-replication, Hoechst DNA content imaging, 48 h; note: potency is the fitted concentration of half-maximal effect; % of control where 0% means no effect; nearly all actives have a fitted effect of over 55% in size
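Image-based read-out: total Hoechst fluorescence of nuclei (405 nm excitation, 500-530 nm emission), with hits raising the fraction of high-intensity nuclei. SW480 colon cells incubated 48 hr with compounds at 37 C.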
ATXN2 expr inh – inhibitors of ATXN2 expression. 360,000 compounds, 0.72% hits. Potency, µM (titrated, usually from 57 µM), without a hit: at the highest dose activity change, negative = inhibition, most hits filed as inhibitors. AID 1745845. HEK-293 ATXN2-luciferase reporter, luminescence, 24 h; note: potency is the fitted concentration of half-maximal effect; % is set by controls: 0 for no effect and ±100 for the full control effect; nearly all actives have a fitted effect of over 55% in size
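ATXN2-luciferase reporter cells (luciferase flanked by upstream and downstream ATXN2 gene portions) were treated 24 h at 37 °C with compounds at up to 57 uM. SteadyGlo luminescence gave expression; GF-AFC fluorescence gave viability.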
An asterisk follows results filed as active; i = inactive; u = inconclusive; x = not tested or not shown; & = joins results of further samples; [ ] = dose if it differs, or a comment. Unless noted, calls come from the whole dose curve; as a rule, active = well fitted curve in the direction sought with a large enough effect; inconclusive = small, poorly fitted or top-dose-only effect, or another doubt; inactive = no such curve, though single readings can be large; an effect the other way counts as inactive or inconclusive.

Values run as follows: S2 tox	IL1B secr inh	KB-V1 cytotox	HT1080 IDH1KD tx	HT1080-NT tox	KB-3-1 tox	MCF10A rerep	SW480 rereplic	ATXN2 expr inh
> Cc1cccc(N2CC(C(=O)Nc3ccc(N4CCOCC4)cc3)CC2=O)c1C (stereo not given)
 : i	14	x	-3%	0%	x	-4%	-7%	9%
> O=C(CSc1ncc(-c2ccccc2)n1CC1CCCO1)N1CCCCC1 (stereo not given)
 : i	-14	-20%	-18%	-14%	u	u	-4%	1%
> O=C1c2ccccc2C(=O)C1c1ccccc1
 : i	17	2%	1%	1%	0%	u	5%	0%&9%
> CN(Cc1nc(Cc2cccc(F)c2)no1)CC1COCCO1 (stereo not given)
 : i	-12	1%	13%	30%	9%	-1%	-55%[inhibitor]	9%
> Cc1cccc(Cc2c(C)nc3nc(SCC(=O)NC4CCCCC4)nn3c2C)c1
 : i	x	-31%	x	x	-10%	x	x	1%
> Nc1ccc(C(=O)NCC2(c3ccccc3)CCCC2)cc1
 : i	-13	u	17%	7%	6%	-2%	-3%	-10%
> O=C(c1ccc(F)cc1)C1CCN(C(=S)NCC2CCCO2)CC1 (stereo not given)
 : i	44	-3%	-7%	-2%	0%	0%	u	1%[11.3 µM]
> CCOC(=O)COc1ccc(C)cc1C(=O)c1ccn2nc(-c3ccc(F)cc3)cc2n1
 : i	x	0%	x	x	3%	x	x	0%
> CC(C)(C)c1ccc(C(=O)N2CCCN(c3ccc([N+](=O)[O-])cn3)CC2)cc1
 : i	0	u	-9%	-1%	u	-1%	-22%	x
> Cc1cc(C)n(C(=O)c2ccccc2[N+](=O)[O-])n1
 : i	0	u	-4%	-6%	4%	u	17%	-3%
> CS(=O)(=O)c1ccccc1C(=O)NCCC(c1ccccc1)c1ccccc1
 : i	-1	u	-4%	0%	-13%	4%	-5%	-10%
> CCOc1cc(C(N)=O)cc(Cl)c1OCC
 : i	-2	5%	-11%	-7%	1%	11%	-48%[inhibitor]	x
> Cc1ccc(-c2ccc(S(=O)(=O)N3CCCC3)cc2)cc1
 : i	14	-21%	20%	0%	0%	-1%	-4%	3%
> COc1cc(/C=N/NC(=O)CCN2CCN(Cc3ccccc3)CC2)cc(OC)c1OC
 : i	0	-28%	21%	12%	16%	u	13%	9%
> COc1ccc(NS(=O)(=O)c2cc(NC(=O)c3cnccn3)ccc2N2CCCC2)cc1
 : i	-13	u	-17%	-12%	0%	5%	12%	-15%
> Cc1ccc(C(C#N)=Cc2ccc3c(c2)OCO3)cc1
 : i	11	u	u	-6%	-41%	x	x	x
> NC(=O)c1sc(=S)n(-c2ccc(Br)cc2)c1N
 : i	58	-11%	1%	-1%	-8%	20%	-5%	-14%
> COC(=O)c1ccc(CSc2nnc(-c3c[nH]c4ccccc34)n2C)o1
 : u	-1	19%	10%	12%	17%	-7%	-2%	-17%
> Cc1ccc(NC(=O)CCOc2ccccc2)cc1
 : i	-18	12%&-6%	12%	8%	16%&1%	u	-5%	72%&78%[activator]
> COc1ccccc1OCC(=O)OCC(=O)Nc1ncc(Cl)cc1Cl
 : i	-9	12%	8%	7%	-1%	0%	-1%	-10%
> CO/N=C(\CCC(=O)O)c1cccs1
 : i	0	7%	7%	6%	1%	-4%	u	x
> Cn1c(=O)c2ccccc2n(Cc2ccccc2Cl)c1=O
 : i	-12	0%	1%	-16%	u	7%	12%	-23%
> COc1ccc(OCC(=O)NC(Cc2c[nH]c3ccccc23)C(=O)O)cc1 (stereo not given)
 : i	x	3%	x	x	-17%	x	x	12%
> COc1ccc(CCNC(=O)c2ccc3nc[nH]c3c2)cc1
 : i	-3	22%	8%	4%	0%	1%	24%	3%
> CC1CN(C(=O)COc2ccc3ccccc3c2Br)CC(C)O1 (stereo not given)
 : i	u	x	-2%	-2%	x	6%	10%	4%
> COc1ccc(NC(=O)C(C2CC2)n2c(=O)c(-c3cc4ccccc4[nH]3)nc3ccccc32)cc1 (stereo not given)
 : x	u	-15%	15µM*	u	-19%	x	x	x
> O=C(COC(=O)C1CCN(C(=O)c2ccc(Cl)cc2)CC1)Nc1ccccc1F
 : i	-24	6%	5%	3%	26%	-4%	0%	16%
> COC(=O)c1c(-c2ccccc2)noc1-c1ccccc1
 : i	22	3%	0%	3%	-4%	-6%	u	0%
> CC1CC(C)(C)NC(=S)N1CCC(=O)N1CCN(Cc2ccccc2)CC1 (stereo not given)
 : i	-1	u	-1%	7%	-4%	-1%	-1%	-9%
> Cc1ccc(NC(=O)COc2ccc(-n3cnnn3)cc2)cc1C
 : i	5	u	4%	6%	6%	-6%	-5%	-4%
> CCOC(=O)c1ccc(NC(=O)c2ccc(CN3C(=O)CCn4nc(C)cc43)cc2)cc1
 : i	x	4%	x	x	5%	x	x	-5%
> COCCn1c(-c2ccc(Cl)cc2)cnc1SCC(=O)NCc1cccs1
 : i	-4	u	-21%	-21%	-14%	2%	-3%	-19%
> CCn1c(=S)[nH]c2nc3c(cc2c1=O)CCCC3
 : i	0	-1%	1%	5%	-3%	-180%[0.0737 µM]	5%	-4%
> Clc1cccc(Cl)c1Cn1nnc(-c2cccs2)n1
 : i	25	-17%	1%	1%	-2%	1%	-3%	16%
> CCOC(=O)c1cccc(NC(=O)[C@H](CSCc2ccccc2)N2Cc3ccccc3C2=O)c1
 : i	x	u	x	x	-23%	x	x	-3%
> O=C(CSc1nc2ccccc2c(=O)[nH]1)c1ccc(O)c(O)c1
 : i	3	18µM*	2%	-2%	u	22%	2%	4%
> COc1ccc(C2(C)CC(=O)NC2=O)cc1 (stereo not given)
 : u	6	14%	12%	21%	5%	2%	-7%	-20%
> O=C(CNC(=S)N(Cc1ccccc1)Cc1ccccc1F)NCc1ccccc1
 : u	-18	u	-13%	-11%	-8%	u	-1%	-29%
> CC(C)C#Cc1ccc2c(c1)O[C@@H](CN(C)S(=O)(=O)c1cn(C)cn1)[C@@H](C)CN([C@H](C)CO)S2(=O)=O
 : i	-2	15%	1%	-3%	0%	x	x	5%
> COc1cccc(NC(=O)c2ccc3c(c2)OCCO3)c1
 : i	u	-22%	u	u	u	-12%	-21%	u
> CCOc1ccc(NC(=O)CSc2nc(NS(=O)(=O)c3ccc(C)cc3)cc(=O)[nH]2)cc1
 : i	10	u	9%	18%	4%	3%	1%	3%
> CCCCN(CCCC)c1nc2ccccc2nc1C(C#N)C(=O)NCCCOC (stereo not given)
 : i	-1	-3%	-2%	3%	1%	-2%	-1%	-11%
> COC(=O)c1ccccc1NC(=O)Cn1c(=O)n(CCC(=O)NC2CCN(Cc3ccccc3)CC2)c(=O)c2ccccc21
 : i	u	-11%	9%	0%	-2%	11%	-10%	-15%
> COc1ccc(NC(=O)CN(C)C(=O)c2cccc(S(=O)(=O)N3CCN(c4ccc(F)cc4)CC3)c2)cc1
 : i	u	1%	-12%	-1%	u	5%	-11%	-37%
> CN1CCN(S(=O)(=O)c2ccc(NC(=O)c3ccccc3F)cc2)CC1
 : u	3	15%	-1%	2%	2%	19%	5%	x
> O=C(c1cc(-c2cccs2)on1)N1CCOCC1
 : i	0	-18%	-5%	21%	4%	2%	-8%	17%
> CC1CN(C2CCN(S(=O)(=O)c3ccc(F)cc3)CC2)CC(C)O1 (stereo not given)
 : i	4	8%	2%	-1%	-8%	-2%	-2%	-4%
> CC(C)NC(=O)N(C)C[C@H]1Oc2ccc(NC(=O)Cn3cnnn3)cc2C(=O)N([C@H](C)CO)C[C@@H]1C
 : i	17	0%	5%	3%	0%	15%	-23%	2%
> CCOc1cc(C(=O)Nc2ccc(-c3nc4cc(C)ccc4o3)cc2)cc(OCC)c1OCC
 : i	x	1%	x	x	12%	x	x	18%
> O=C(Nc1cccc(Cl)c1)Nc1cc(S(=O)(=O)N2CCOCC2)ccc1N1CCCC1
 : u	-60*	-2%	-2%	-11%	-36%	17%	11%	-20%

Continuation:
Values run as follows: S2 tox	IL1B secr inh	KB-V1 cytotox	HT1080 IDH1KD tx	HT1080-NT tox	KB-3-1 tox	MCF10A rerep	SW480 rereplic	ATXN2 expr inh
> Cc1ccc(CSC2=Nc3ccccc3C3=NC(=O)CN23)cc1
 : u	9	u	1%	2%	-7%	-3%	-94%[inhibitor]	x
> O=C(Cc1sc(-c2ccccc2)nc1-c1ccccc1)Nc1ccccc1
 : i	-17	-1%	-15%	-20%	-14%	u	4%	-11%
> CCOc1ccccc1N1CCN(Cc2ccc(Br)s2)CC1
 : i	21	-3%	2%	5%	6%	5%	2%	-15%
> Cc1ccc(NC(=O)COC(=O)CCc2ccc(S(=O)(=O)N3CCOCC3)cc2)cc1C
 : i	12	6%	9%	10%	-3%	-6%	3%	27%
> O=C(NCc1n[nH]c(=S)n1-c1ccc(F)cc1)c1ccc(S(=O)(=O)N2CCOCC2)cc1
 : i	1	30%	7%	6%	-2%	-1%	-158%[inhibitor]	x
> COc1ccc(C2SCC(=O)N2CC23CC4CC(CC(C4)C2)C3)cc1 (stereo not given)
 : i	-1	0%	5%	3%	3%	u	u	-20%
> Cc1onc(-c2ccccc2)c1C(=O)Nc1ncc([N+](=O)[O-])s1
 : u	-67*	23µM*	u	u	u	u	14%	u
> Cn1c(-c2ccc(F)cc2)cnc1SCC(=O)NCc1ccco1
 : i	-9	-15%	6%	1%	14%	2%	-10%	-2%
> Cc1oc2c(c1C(=O)N1CCC(C)CC1)C(=O)c1ccccc1C2=O
 : 18µM*	152	18µM*	23µM*	21µM*	21µM*	18%	12µM*	25µM*
> COc1ccc(C(=O)Oc2c(Sc3ccc(Cl)cc3)c(C)nn2C(C)(C)C)cc1OC
 : i	x	5%	x	x	-5%	x	x	-5%
> Cc1ccc(Sc2cc(N3CCOCC3)nc(-c3ccccc3)n2)cc1
 : i	-3	u	-1%	12%	19%	16%	23%	13%
